From PubChem BioAssay
CHRM1 antagonist = human CHRM1 antagonism; CHO-K1 hM1, Fluo-8 calcium fluorescence, ACh EC80 antagonist; hit rate 1.3% among 360,000; P11229; inhibition, % at 3 µM;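 active means percent inhibition above its own plate's cutoff, namely the mean of that plate's compound wells plus 3 SD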;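 further: peak over basal fluorescence ratio during 140 s after agonist addition; 0% = ACh EC80 plus DMSO and 100% = DMSO alone without agonist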
Target sequence (P11229 whole entry, looked up): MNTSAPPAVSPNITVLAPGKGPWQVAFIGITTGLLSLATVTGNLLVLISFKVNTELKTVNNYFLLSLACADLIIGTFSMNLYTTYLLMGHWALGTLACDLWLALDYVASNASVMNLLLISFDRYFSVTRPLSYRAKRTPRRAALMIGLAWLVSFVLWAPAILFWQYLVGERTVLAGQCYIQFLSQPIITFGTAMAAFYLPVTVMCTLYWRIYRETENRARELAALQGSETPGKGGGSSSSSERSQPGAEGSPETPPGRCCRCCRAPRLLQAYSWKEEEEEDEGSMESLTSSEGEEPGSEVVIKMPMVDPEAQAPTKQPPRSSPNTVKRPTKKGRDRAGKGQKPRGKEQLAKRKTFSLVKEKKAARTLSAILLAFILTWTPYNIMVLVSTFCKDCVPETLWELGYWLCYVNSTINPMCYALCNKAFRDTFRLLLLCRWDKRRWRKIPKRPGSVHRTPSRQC
CHO parental Ca = counter-screen: ATP calcium response change in parental CHO cells; inhibition, % at 5.6 µM; hit rate 0.63% among 330,000; parental CHO-K1, ATP-induced calcium, Fluo-8 fluorescence;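 active means inhibition above that plate's mean sample inhibition plus 3 SD, cut at about 26% in these data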;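 further: 0% = ATP-challenged DMSO wells and 100% = DMSO wells without ATP; some compounds past the cut are filed as inactive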
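Test system: untransfected parental CHO cell line; also added: ATP stimulus; dosing: 5.6 µM, single dose; signal: calcium-sensitive Fluo-8 fluorescence; measure: percent inhibition of ATP-evoked calcium rise, normalized to controls; benchmarks: low control ATP plus DMSO, high control DMSO only; replication: one well per compound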
TAAR1 antag = antagonists of human TAAR1; Q96RJ0; CHO RD-HGA16 TAAR1, Fluo-8 calcium fluorescence, antagonist; inhibition, % at 3 µM; hit rate 1.5% among 360,000;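 active means inhibition above a per-plate cutoff, the mean inhibition of test compounds on that plate plus 3 SD, cut at about 49% in these data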;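 further: 0% = DMSO plus EC80 beta-PEA response and 100% = DMSO alone without agonist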
Target sequence (Q96RJ0 whole entry, looked up): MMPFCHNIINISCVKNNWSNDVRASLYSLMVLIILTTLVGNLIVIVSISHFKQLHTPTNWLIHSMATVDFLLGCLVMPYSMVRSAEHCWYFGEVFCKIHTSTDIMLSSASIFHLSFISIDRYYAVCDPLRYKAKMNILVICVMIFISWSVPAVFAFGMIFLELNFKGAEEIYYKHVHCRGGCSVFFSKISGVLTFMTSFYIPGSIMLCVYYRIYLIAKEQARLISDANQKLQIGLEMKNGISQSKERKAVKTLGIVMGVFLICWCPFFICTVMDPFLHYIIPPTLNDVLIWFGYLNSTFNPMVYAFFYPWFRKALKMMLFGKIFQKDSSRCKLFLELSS
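Test system – hTAAR1-expressing CHO RD-HGA16 cells, Gα16-coupled · Reagent – β-PEA at EC80 concentration, post-compound challenge · Compound dosing – 3 µM, single point · Timing – 140 s kinetic read after compound, 140 s after agonist · Detection – Fluo-8 intracellular calcium dye fluorescence, real-time kinetic reads · Control set – DMSO and EC80 PEA controls · Repeats – n of 1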
M1 ag parental = counter-screen for M1 agonists: effect in parental CHO-K1 cells; activation, % at 3 µM; Fluo-8 calcium fluorescence; scaled to maximal ATP response, vehicle zero; hit rate 0.48% among 360,000; in the data active means activation above about 15%;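 further: untransfected CHO-K1 host cells lacking M1 receptor as counterscreen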
CHO-K1 Ca antag = counter-screen for M1 antagonists: effect in parental CHO-K1 cells; ATP-induced calcium, Fluo-8 fluorescence; inhibition, % at 3 µM; hit rate 0.6% among 360,000; AID 602250;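 active means inhibition above a per-plate cutoff, the plate's mean sample inhibition plus 3 SD, cut at about 24% in these data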;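 further: 0% = DMSO plus EC80 ATP and 100% = DMSO alone without ATP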
CHRM1 agonist = activates human CHRM1 receptor | P11229 | activation, % at 3 µM | CHO-K1 hM1, Fluo-8 calcium fluorescence, agonist mode; 0% DMSO, 100% acetylcholine EC100 | hit rate 0.33% among 360,000 | AID 588814;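 active means activation above the run's mean compound activation plus 3 SD, cut at about 16% in these data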;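 further: peak over basal fluorescence ratio within a 140 s kinetic read after compound addition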
CHO-K1 Ca PAM = counter-screen for M1 PAMs: effect in parental CHO-K1 cells; ATP EC20, Fluo-8 calcium fluorescence; 0% at ATP EC20, 100% at ATP max; activation, % at 3 µM; hit rate 0.02% among 360,000; AID 602247;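 active means activation above the run cutoff, the mean activation of all test compounds plus 3 SD, cut at about 40% in these data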;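 further: peak over basal fluorescence ratio in a 140 s read after ATP addition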
M1 PAM = potentiates human M1 receptor response to acetylcholine. activation, % at 3 µM. hit rate 0.088% among 360,000. P11229. CHO-K1 hM1, Fluo-8 calcium fluorescence, ACh EC20; 0% = ACh EC20, 100% = maximal ACh; in the data active means activation above about 19%, passing the limit was not always enough
TAAR1 agonist = human TAAR1 agonism; CHO RD-HGA16 TAAR1, Fluo-8 calcium fluorescence; vehicle wells 0%, saturating PEA agonist 100%; activation, % at 3 µM; hit rate 0.99% among 360,000; AID 624467;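 active means activation above the mean activation of all test compounds in the run plus 3 SD, cut at about 38% in these data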
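Repeats: no replicates (n 1) | Material: CHO-derived RD-HGA16 cells with stable Gα16 and human TAAR1 | Technique: Kinetic Fluo-8 calcium fluorescence | Schedule: 17-24 h seeding, 75 min 37 °C dye, 30 min RT | Evaluation: % activation from peak over basal fluorescence ratio, DMSO-to-PEA scaled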
Starred values were filed as active, the others as inactive; . = not tested or not shown.

SMILES	CHRM1 antagonist	CHO parental Ca	TAAR1 antag	M1 ag parental	CHO-K1 Ca antag	CHRM1 agonist	CHO-K1 Ca PAM	M1 PAM	TAAR1 agonist
O=C(NCc1nnnn1-c1ccc(F)cc1)c1cc2ccccc2o1	-9	.	-5	2.3	0	-2	11	8	2
Cc1nc(SCn2nnc3ccccc3c2=O)nc(C)c1C	-5	-21	-10	0.2	-5	-2	4	7	6
Cc1ccc2c(c1)nnn2C1CCN(CC(=O)NCCc2ccccc2)CC1	-14	-18	9	3.5	-17	-3	11	-4	2
CC(=O)Nc1ccc(C(=O)Nc2ccc3c(c2)OCO3)cc1	-14	-9	12	-0.1	-6	-5	16	10	2
CN(CC(=O)Nc1ccc(Cl)c(C(F)(F)F)c1)C(=O)CCN1C(=O)C2CC=CCC2C1=O (stereo not drawn)	1	-4	-8	8.2	3	-1	5	-2	9
COc1ccc(-c2ccc(-c3noc(C)n3)c(OC)n2)cc1	-13	-9	-1	0.8	-37	-2	12	13	8
C[C@H](CO)N1C[C@H](C)[C@@H](CN(C)Cc2ccccc2)Oc2c(NS(=O)(=O)c3cn(C)cn3)cccc2C1=O	-11	-8	1	-0.2	-9	5	7	14	6
C[C@H](CO)N1C[C@H](C)[C@H](CN(C)C(=O)Nc2ccc(C(F)(F)F)cc2)Oc2ncc(Br)cc2C1=O	-14	.	-7	0.5	-13	-6	5	8	2
O=C(NCc1cccc(C(F)(F)F)c1)C1CC(c2ccc(C(F)(F)F)cc2)=NO1 (stereo not drawn)	6	-4	28	1.7	-8	-2	4	-3	2
O=[N+]([O-])c1cc2oc3c(c2c(C=NCc2ccncc2)c1O)CCCC3	-11	.	.	0.3	5	-5	8	6	.
O=C(Cn1c(=O)oc2ccccc21)c1ccccc1	-27	-3	1	-0.3	-10	-3	12	1	16
O=C(C(=O)N1CCCC1CO)N1CCCC1CO (stereo not drawn)	-7	-2	4	0.1	-8	-4	15	14	0
Clc1ccc(/C=N/N2CCCCC2)cc1	2	3	-42	0.5	4	13	4	2	5
CCN(CC)CCNS(=O)(=O)c1ccc(Cl)cc1	3	-21	-1	0.6	-15	-6	27	2	3
CSc1ccc(Cl)c(C(=O)OCC(=O)N2CC(C)OC(C)C2)c1 (stereo not drawn)	-4	-10	2	2.8	7	-3	7	7	6
Cc1cccc(NS(=O)(=O)c2ccc(C(=O)N3CCCCCC3)cc2)c1C	6	1	42	12	-1	7	1	-6	27
CCOc1ccc(-c2[nH]ncc2-c2ccccc2)c(O)c1	-1	-18	-27	1.1	-9	-5	10	3	2
COC(=O)c1cccc(NC(=O)C2COc3ccccc3O2)c1C (stereo not drawn)	9	-18	20	1.0	-5	0	0	7	2
COc1cccc(/C=C2\SC(=O)N(CCC(=O)NNC(=O)c3cccc(Cl)c3)C2=O)c1	-7	-16	-8	1.4	0	-6	13	3	1
Cc1cc(Br)ccc1NC(=O)CNC(=O)CSc1nccn1C	2	-13	1	2.9	-10	-5	14	3	2
COc1ccc(C(=O)NCC(=O)N/N=C/c2cn(C)c3ccccc23)cc1OC	-8	.	-9	0.3	8	-3	4	6	1
O=c1oc2cc([N+](=O)[O-])ccc2nc1/C=C(\O)c1cccc(Br)c1	-21	-6	-21	1.5	-7	-1	20	13	2
Cc1[nH]c2ccccc2c1C(=O)CSC(=S)N1CCOCC1	10	-7	-18	0.8	13	1	-14	-5	3
COc1ccc(N(C(=O)c2cccnc2)S(=O)(=O)c2cccc([N+](=O)[O-])c2)cc1	-10	-4	5	0.3	-4	-14	17	13	4

Taken from above.
CCN(CC)CCNS(=O)(=O)c1ccc(Cl)cc1 in M1 ag parental = 0.6
O=C(NCc1nnnn1-c1ccc(F)cc1)c1cc2ccccc2o1 in TAAR1 antag = -5

Limited to M1 PAM, CHRM1 antagonist and TAAR1 antag, for 4 of the compounds above:
molecule | M1 PAM | CHRM1 antagonist | TAAR1 antag
COc1cccc(/C=C2\SC(=O)N(CCC(=O)NNC(=O)c3cccc(Cl)c3)C2=O)c1 | 3 | -7 | -8
Cc1cc(Br)ccc1NC(=O)CNC(=O)CSc1nccn1C | 3 | 2 | 1
COc1ccc(C(=O)NCC(=O)N/N=C/c2cn(C)c3ccccc23)cc1OC | 6 | -8 | -9
O=c1oc2cc([N+](=O)[O-])ccc2nc1/C=C(\O)c1cccc(Br)c1 | 13 | -21 | -21

Remaining list, next part:
SMILES	CHRM1 antagonist	CHO parental Ca	TAAR1 antag	M1 ag parental	CHO-K1 Ca antag	CHRM1 agonist	CHO-K1 Ca PAM	M1 PAM	TAAR1 agonist
Fc1ccc(Nc2nc(N3CCOCC3)c3ccccc3n2)cc1	-3	-3	63*	1.7	-6	-5	25	6	65*
O=[N+]([O-])c1ccc(-c2csc(Nc3ccccc3)[n+]2Cc2ccccc2)cc1	-8	-9	-4	0.4	-16	-5	30	2	-1
COc1ccc(C(=O)OCC(=O)c2cc(C)n(CC3CCCO3)c2C)cc1[N+](=O)[O-] (stereo not drawn)	0	-5	12	8.2	-1	1	7	6	2
O=C(CCN1CCOCC1)Nc1cc(C(=O)Nc2ccccc2F)ccc1N1CC2CC(C1)c1cccc(=O)n1C2 (stereo not drawn)	-10	-13	-28	0.6	-17	-2	14	7	0
Cc1cc2cc(CNC(=O)c3cccc([N+](=O)[O-])c3)ccc2[nH]1	-2	-1	13	1.9	-4	-6	13	-2	2
O=C(O)/C(=C\c1cccc(F)c1)c1ccc(S(=O)(=O)N2CCCC2)s1	7	-6	4	-0.3	3	-2	-18	-4	2
CCCCCCc1c(O)nc(SCCN(C)C)[nH]c1=O	-7	2	-13	0.9	-10	-2	0	10	-1
CCOC(=O)C1(Cc2ccccc2)CCCN(C(=O)COc2ccccc2OC)C1 (stereo not drawn)	-16	.	-12	2.4	-12	0	16	7	2
CCn1cc(/C=N\NC(=O)c2c[nH]c3ccccc23)c(C)n1	5	-14	-2	0.4	9	-4	2	-3	2
CC(C)NC(=O)CCCc1c[nH]c2ccccc12	-2	-4	-2	0.8	-5	-3	15	7	5
O=C(/C=C/c1ccccc1)N1CCN(c2ccccn2)CC1	10	-19	-2	0.7	3	-5	0	-7	3
COC(=O)c1ccccc1NC(=O)CCCOc1cc(=O)n(C)c2ccccc12	-8	.	-25	0.9	3	-8	-7	-1	2
Cc1ccc([N+](=O)[O-])cc1S(=O)(=O)Nc1ccc(C(=O)N2CCN(C(=O)c3ccco3)CC2)cc1	-9	-10	-29	-0.8	-6	-4	-8	19	-1
COc1cccc(C(=O)OCC(=O)NCCNC(=O)COC(=O)c2cccc(OC)c2OC)c1OC	5	-5	-12	0.3	7	-2	16	1	1
COc1cc(/C=N/NC(=O)C(=O)NCC2CCCO2)cc(Cl)c1O (stereo not drawn)	-1	-3	-3	-0.9	-14	-4	4	1	0
COc1ccc(NC(C)=O)cc1S(=O)(=O)N1CCN(Cc2cccs2)CC1	-10	-5	-6	1.1	-11	6	11	24*	6
CCOC(=O)C1CC=C(Cl)CC1C(=O)Nc1nccs1 (stereo not drawn)	0	-11	1	0.4	-5	-5	7	-2	12
Cc1ccc(S(=O)(=O)CC(=O)Nc2ccc(S(=O)(=O)Nc3ccccn3)cc2)cc1	-11	2	16	0.1	-10	-2	18	7	6
CCn1c(SCC(N)=O)nc2c(c1=O)C1(CCCC1)Cc1ccccc1-2	-1	-5	5	0.3	-6	-4	1	0	21
CCOC(=O)C1=C(O)/C(=C\c2ccc(O)c(OCC)c2)N=C1C	-10	-13	-2	0.9	-5	-2	2	6	6
CCC1(CC)NC(=O)N(CC(=O)Nc2ccc(S(=O)(=O)N3CCOCC3)cc2)C1=O	4	9	-16	1.2	-8	-16	24	-19	12
Cc1ccc(S(=O)(=O)c2c(C)cc(C)nc2Oc2cccc(C)c2C)cc1	0	3	-5	-0.4	4	-6	-6	-10	1
CSc1nsc(SCC(=O)N2CCCc3ccccc32)n1	0	-18	-1	1.7	-15	-5	17	3	8
O=C1CCC(=O)N1CC(O)COc1ccccc1 (stereo not drawn)	-6	-7	-2	0.8	-6	0	-5	8	4
Cc1ccccc1N1CC2=C(C1=O)C(c1ccccc1)NC(=O)N2C (stereo not drawn)	5	-14	-11	0.7	-4	-2	-6	-2	11
O=C(NCc1ccccc1)[C@@H]1C[C@H]1[C@@H](NP(=O)(c1ccccc1)c1ccccc1)c1ccccc1	-6	-33	-23	-1.0	-7	-6	5	11	9
CCC1(c2ccccc2)NC(=O)N(CC(=O)Nc2ccc3c(c2)CCC3)C1=O (stereo not drawn)	-15	.	9	1.6	5	4	0	1	10
CCCCC12CN3CC(C)(CN(C1)C31C(=O)N(C)c3ccc(C)cc31)C2=O (stereo not drawn)	14	-9	3	0.1	-5	-7	7	-9	0
CN(C)CCCN(C(=O)c1ccc(S(=O)(=O)N(C)C2CCCCC2)cc1)c1nc2ccc(F)cc2s1	-8	-21	20	8.5	0	0	5	5	47*
CCOC(=O)C1CCN(C(=O)CCNS(=O)(=O)c2ccc3c(c2)CCN3C(=O)CC)CC1	1	-11	-3	-0.1	58*	-2	-17	1	1
O=C(CC1C(=O)NCCN1Cc1cccc(Oc2ccccc2)c1)NCc1cccnc1 (stereo not drawn)	2	-12	-23	0.3	-3	-10	3	5	2
CCCC(CCC(=O)Nc1ccc(S(N)(=O)=O)cc1)C(=O)O (stereo not drawn)	6	-2	-21	-0.3	-10	2	15	1	2
COc1ccc(OC)c(NC(=O)CSc2nnc(CNC(=O)c3cccs3)o2)c1	-2	-9	-2	0.9	-4	-3	-11	0	0
CN(CC(=O)Nc1ccc(Cl)c(C(F)(F)F)c1)C(=O)c1cccnc1Sc1ccccc1	0	-18	37	3.1	3	-2	-11	-2	10
COc1ccc(NC(=O)c2ccc(S(=O)(=O)N3CCCC3)cc2)cc1OC	0	-4	-10	1.1	-14	-7	4	-3	2
O=c1c2ccccc2nnn1CCO	-12	-2	15	0.4	-9	-4	17	8	3
CCCCn1c(N)c(N(CC(C)C)C(=O)CSC(C)C(=O)Nc2cc(C)on2)c(=O)[nH]c1=O (stereo not drawn)	-8	-10	-8	0.3	-6	-1	9	4	1
CCn1nccc1C(=O)Nc1nccs1	-10	-4	0	0.8	-11	-2	19	2	8
O=[N+]([O-])c1ccc(Nc2ccc(F)cc2)cc1	6	20	16	3.1	-10	-5	3	-11	-2
CCCNS(=O)(=O)/C=C/c1ccccc1	-8	-10	0	0.4	-6	-2	1	8	-2
CCOc1ccc(CCNC(=O)C2CCCN(c3ncnc4c3nc3n4CCCCC3)C2)cc1 (stereo not drawn)	-14	-28	-33	-0.2	-19	-6	29	5	0
CCCS(=O)(=O)N1CCN(C(=O)c2cc(OC)cc(OC)c2)CC1	-4	-10	-3	0.8	-26	-3	14	1	2
CN(C)CCCn1c(=O)n(Cc2ccccc2)c(=O)c2c3c(sc21)CCCCC3	-5	-24	-9	0.7	-2	-5	9	2	10
